EIF4E inhibitors: inhibitors of EIF4E gene expression, primary screen, cell-based, HT1080, luciferase reporter (AID 1224817); log2 luciferase activity ratio at 2.5 µM; HT1080 EIF4E-luc2 knock-in reporter, luciferase, 16 h; hits give low values; 2,000 compounds, 1% hits;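 active means log2 luciferase ratio at or below -0.5849, meaning signal at two thirds of solvent-only control or lower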;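 further: luciferase reports endogenous eIF4E expression since it is co-expressed from the native EIF4E locus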
The depositor's hits bear a star. Only part of the results is shown; rates above refer to the full screens.

SMILES | EIF4E inhibitors
CC[C@](C)(O)C(=O)O[C@H]1C(=O)O[C@@H]2C[C@H]3C(C)=C[C@H](O)[C@@H](O)[C@]3(C)[C@H]3[C@@]4(O)OC[C@]32[C@@H]1[C@@H](C)[C@H]4O | -0.071
CN(C)CCCN1c2ccccc2Sc2cnccc21 | 0.25
Cc1cc(SCC(=O)c2ccc(Br)cc2)cc(C)[o+]1 | -0.36
Cc1cccc2c1Oc1ccccc1C2NC(=O)c1ccc([N+](=O)[O-])cc1 (stereo not given) | 0.35
O=C(O)C/C(=C\c1ccccc1)C(=O)O | -0.16
Cc1ccc(SCN2CCCCC2)cc1 (tested in a mixture with another compound) | 0.1
CC(C)C(=O)CP(=O)(O)O | -0.26
Cc1cc(=O)[nH]c(/N=C(\N)Nc2ccc(Cl)cc2)n1 | -0.24
O=C(O)c1c[nH]c2cc(OCc3ccccc3)ccc2c1=O | 0.33
O=C1C2CCN(CC2)C1(CO)CO | 0.15
C[N+]1(CC[N+]2(C)CCCC2c2cccnc2)CCCC1c1cccnc1 (stereo not given) | 0.14
NC(=O)NC(=O)C1CCCCC1C(=O)O (stereo not given) | 0.32
CC(/C=C/C(O)=C1/C(=O)CNC1=O)=C\[C@@H](C)[C@H]1O[C@@]2(C)O[C@H](C(=O)[C@@H]3O[C@@]32C)[C@@H]1C | 0.021
Cc1[nH]n(-c2ccc(S(=O)(=O)O)cc2)c(=O)c1N=Nc1ccccc1 | 0.39
Cc1ccc(S(=O)(=O)OCC(=O)O)cc1 | 0.01
CN(C)CCCNc1c2c(nc3ccc(Cl)cc13)CCCC2 | -0.22
C/C=C/C1=C(Cl)C(=O)[C@@H](Cl)[C@@]1(O)C(=O)OC | -0.55
CC(C)(CC(=O)Nc1ccccc1)C(=O)O | -0.26
O=C(O)CCCCn1ccc(=O)[nH]c1=O | -0.52
NS(=O)(=O)c1ccc(N=Nc2cc3ccccc3c(C(=O)O)c2O)cc1 | 0.14
CCN(CCO)CC1CCCC2CCCCC21 (stereo not given) | 0.11
ON(CCc1ccncc1)Cc1ccccc1 | -0.24
O=C(O)CNCP(=O)(O)O | 0.26
COC12C(COC(=O)NCCO)C3=C(C(=O)C(C)=C(N)C3=O)N1CC1NC12 (stereo not given) | 0.034
O=C(O)c1cc(-c2ccc(-c3ccccc3)cc2)nc2cc3ccccc3cc12 | 0.28

The closing four records of the section before come first, to join the parts.
SMILES | EIF4E inhibitors
ON(CCc1ccncc1)Cc1ccccc1 | -0.24
O=C(O)CNCP(=O)(O)O | 0.26
COC12C(COC(=O)NCCO)C3=C(C(=O)C(C)=C(N)C3=O)N1CC1NC12 (stereo not given) | 0.034
O=C(O)c1cc(-c2ccc(-c3ccccc3)cc2)nc2cc3ccccc3cc12 | 0.28
COc1cc2nncc(SCc3ccc(Cl)c(Cl)c3)c2cc1OC | -0.11
O=C(CCN1CC2CCC(CC2)C1)c1cccs1 | -0.17
C1CC[N-]CC1.CC(=N\O)/C(C)=N/O.CC(=N\O)/C(C)=N/O.OC1[CH-]CCCC1.[Co+2] | 0.26
NNS(=O)(=O)c1cc(C(=O)O)cc(C(=O)O)c1 | -0.4
COC1C(OC(=O)c2ccc(C)[nH]2)C(O)C(Oc2ccc3c(O)c(NC(=O)c4c[nH]c(C(=O)Nc5c(O)c6ccc(OC7OC(C)(C)C(OC)C(OC(=O)c8ccc(C)[nH]8)C7O)c(C)c6oc5=O)c4C)c(=O)oc3c2C)OC1(C)C (stereo not given) | -0.53
CC(=O)OCC(=O)[C@@]12OC(C)(C)O[C@@H]1C[C@H]1[C@@H]3CC=C4C[C@@H](O)CC[C@]4(C)[C@H]3CC[C@@]12C | 0.36
S=C(CSc1ccccc1)Nc1cccc2ccccc12 | -0.12
Cc1ccn2c(CCc3nnc4cc(C)ccn34)nnc2c1 | -0.074
N=Nc1c(OC(=O)Nc2ccccc2)[nH]c2ccccc12 | 1
C[C@]12CCC(=O)C=C1C[C@@H](O)[C@@H]1[C@@H]2CC[C@@]2(C)[C@H]1CC[C@]2(C)O | -0.17
O=C(O)/C(=C\c1ccccc1)Cc1ccccc1 | -0.21
NNC(=O)c1ccc(OCc2nc3ccccc3[nH]2)cc1 | 0.35
Cc1cc(C(C)(C)C)c(OCCCN2CCOCC2)c(C(C)(C)C)c1 | 0.31
COc1ccc(C(Nc2ncccn2)c2cc3c(cc2O)OCO3)cc1 (stereo not given) | 0.23
CSc1ncnc2c1ncn2C1OC(CO)C(O)OC1O (stereo not given) | -0.41
Cc1c(NC(=O)Nc2c(Cl)cccc2Cl)c(=O)n(-c2ccccc2)n1C | 0.25
Cc1[nH]c(N)nc(=S)c1CCC(=O)O | -0.081
O=c1ccc(-c2ccccc2)n[nH]1 | -0.42
N=C(N)c1ccc(N=Nc2c(O)ccc3c2[nH]c2ccccc23)cc1 | -0.14
NCC1OC(n2cnc3c(N)ncnc32)CC1O (stereo not given) | -0.39
OC(c1nc2ccccc2[nH]1)C(O)C(O)C(O)c1nc2ccccc2[nH]1 (stereo not given) | -0.054
OC1CC2CCC(C1)N2CCCN1c2ccccc2Sc2ccc(Cl)cc21 (stereo not given) | 0.04
CCCc1cc(=O)oc2c3c(c4c(c12)OC(C)(C)C=C4)OC(C)[C@H](C)[C@@H]3O (stereo not given in full) | -0.44
NCCSCc1ccccc1Cl | 0.045
NS(=O)(=O)c1cc2c(cc1Cl)NC(CCC(=O)O)=NS2(=O)=O | -0.096

Copied from the list.
In EIF4E inhibitors, CSc1ncnc2c1ncn2C1OC(CO)C(O)OC1O (stereo not given) shows -0.41
In EIF4E inhibitors, CCCc1cc(=O)oc2c3c(c4c(c12)OC(C)(C)C=C4)OC(C)[C@H](C)[C@@H]3O (stereo not given in full) shows -0.44

Going on with the list:
SMILES | EIF4E inhibitors
NC(=O)N/N=C1/CCC(O)CC1CC(=O)O (stereo not given) | -0.0076
O=C(O)C1C2C=CC(O2)C1C(=O)NCc1ccccn1 (stereo not given) | 0.22
Cc1ccc(S(=O)(=O)OC2CCN(C)CC2)cc1 | 0.1
NC(N)=NC1C(O)C(O)C(O)C(N=C(N)N)C1O (stereo not given) | -0.024
CC(NC(=O)c1ccc(Cl)c(Cl)c1)c1ccc(-c2ccccc2)cc1 (stereo not given) | -0.17
O=C1c2ccccc2C(=O)c2c(Nc3cc4c5c(ccc6c7ccc8c9c(cc(Nc%10cccc%11c%10C(=O)c%10ccccc%10C%11=O)c(c3c56)c97)-c3ccccc3C8=O)C(=O)c3ccccc3-4)cccc21 | 0.37
CCCOC(=O)C1C2CCC(O2)C1C(=O)O (stereo not given) | -0.17
C/C(=N/Nc1nc(C)cc(=O)[nH]1)C(=O)O | -0.12
NC(Cc1cccnn1)C(=O)O (stereo not given) | 0.0045
CC(=O)OC1(C)N=NC2(CCCCC2)O1 (stereo not given) | -0.23
Nc1nc(SCC(=O)c2ccc(Br)cc2)c2[nH]cnc2n1 | -0.02
COC(=O)c1cc(=O)[nH]c(=O)[nH]1 | 0.032
CC(=O)C(C(c1ccccc1)N1CCOCC1)N1CCOCC1 (stereo not given) | 0.39
C/C(=N\Nc1ccc2ccccc2n1)c1ccccc1O | 1.8
CC(C)c1ccc(/C=C2/C=C(c3ccc4ccccc4c3)OC2=O)cc1 | -0.056
NCCNc1ncnc2ccc(Cl)cc12 | -0.098
O=[As](O)(O)c1ccc(N=Nc2ccc([As](=O)(O)O)cc2)cc1 | 0.068
CN(C)Cc1nsc(N(C)C)n1 | -0.25
COc1ccc(NC(=S)Nc2ccccc2)cc1 | 0.17
Cn1c(=O)c2[nH]c(SCCN3CCOCC3)nc2n(C)c1=S | 0.052
O=S(=O)(c1cccc(C(F)(F)F)c1)N1c2ccccc2-n2cccc2C1c1cccnc1 (stereo not given) | 0.43
O=C(O)/C(=C\c1ccc(O)cc1)c1cccc2ccccc12 | -0.2
O=C(O)C1CCCN1Cc1c[nH]c2ccccc12 (stereo not given) | -0.17
NC(Cc1ccc2oc3cc(=O)c4ccccc4c-3nc2c1)C(=O)O (stereo not given) | 0.027
NNC(=O)C(O)C(O)C(O)CO (stereo not given) | -0.084

Compounds from the list above containing an aryl thioether with sulfur outside any ring:
SMILES | EIF4E inhibitors
Cc1cc(SCC(=O)c2ccc(Br)cc2)cc(C)[o+]1 | -0.36
Cc1ccc(SCN2CCCCC2)cc1 (tested in a mixture with another compound) | 0.1
COc1cc2nncc(SCc3ccc(Cl)c(Cl)c3)c2cc1OC | -0.11
S=C(CSc1ccccc1)Nc1cccc2ccccc12 | -0.12
CSc1ncnc2c1ncn2C1OC(CO)C(O)OC1O (stereo not given) | -0.41
Nc1nc(SCC(=O)c2ccc(Br)cc2)c2[nH]cnc2n1 | -0.02
Cn1c(=O)c2[nH]c(SCCN3CCOCC3)nc2n(C)c1=S | 0.052

Next section
SMILES | EIF4E inhibitors
CN(C)CC(O)c1ccc(Cl)c2ccccc12 (stereo not given) | -0.036
O=C(O)C(O)Cc1ccccn1 (stereo not given) | 0.2
CC(C)(CC1(C)NC(=O)NC1=O)OCc1ccccc1 (stereo not given) | 0.007
Nc1ccccc1N=Nc1c(S(=O)(=O)O)cc2cc(S(=O)(=O)O)cc(O)c2c1O | -0.028
FC(F)(F)c1nc2ccc(SSc3ccc4nc(C(F)(F)F)[nH]c4c3)cc2[nH]1 | -0.1
Cc1cc(Cc2cc(C)cc(C(C)(C)C)c2O)c(O)c(Cc2cc(C)cc(C(C)(C)C)c2O)c1 | 0.18
CC(Br)CN(CC(C)Br)c1ccc2c(c1)Cc1ccccc1-2 (stereo not given) | 0.54
Clc1ccc(CSC2=NCCN2)cc1Cl | 0.0021
CC(C)(N=NC(C)(C)C(=N)N)C(=N)N | -0.051
